# Screens: PubChem BioAssay, several laboratories
# NR1D1 modulator – modulates human Rev-erb alpha binding to DNA; Rev-erbα–FITC-DNA binding, fluorescence polarization, 90 min; activity, % at 10 µM; AID 1259318; hit rate 0.79% among 370,000;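 active means activity above about 14%, limit read from the data; passing the limit was not always enough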;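 further: 0% = DMSO wells with 35 nM protein and 100% = DMSO wells with 750 nM protein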
# Target sequence (P20393 whole entry, looked up): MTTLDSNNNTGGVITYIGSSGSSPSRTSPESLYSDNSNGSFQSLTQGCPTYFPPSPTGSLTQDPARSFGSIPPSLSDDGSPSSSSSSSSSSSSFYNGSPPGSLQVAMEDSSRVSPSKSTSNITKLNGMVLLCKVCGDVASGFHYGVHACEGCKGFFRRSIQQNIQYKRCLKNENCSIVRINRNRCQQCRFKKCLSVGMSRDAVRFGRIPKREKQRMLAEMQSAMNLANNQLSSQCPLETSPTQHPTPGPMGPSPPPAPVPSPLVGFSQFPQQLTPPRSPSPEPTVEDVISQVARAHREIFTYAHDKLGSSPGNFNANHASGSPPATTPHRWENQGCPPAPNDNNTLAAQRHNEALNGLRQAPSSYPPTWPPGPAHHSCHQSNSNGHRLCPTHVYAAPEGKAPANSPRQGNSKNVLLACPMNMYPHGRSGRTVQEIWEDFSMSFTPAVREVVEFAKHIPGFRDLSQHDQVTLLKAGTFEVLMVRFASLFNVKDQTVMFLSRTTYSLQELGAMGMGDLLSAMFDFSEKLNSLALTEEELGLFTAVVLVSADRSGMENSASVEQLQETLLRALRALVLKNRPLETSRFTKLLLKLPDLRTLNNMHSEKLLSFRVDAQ
# rCAG binder – r(CAG) repeat RNA binding; TO-PRO-1 dye displacement fluorescence; inhibition, % at 3 µM; hit rate 1.3% among 370,000;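 active means inhibition above the plate cutoff, the mean of all test compounds on that plate plus 3 SD, cut at about 35% in these data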;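 further: 0% = DMSO alone and 100% = 100 µM mitoxantrone as full dye displacement; higher means more dye released from RNA so lower well fluorescence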
# LEDGF integ inh – blocks HIV-1 LEDGF/p75-dependent DNA integration; TR-FRET IN-LEDGF/p75 DNA integration, Eu/Cy5; inhibition, % at 3.7 µM; hit rate 0.64% among 370,000;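 active means inhibition above the screen-wide mean plus 3 SD, cut at about 13% in these data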;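 further: signal is the Cy5 over europium emission ratio at 671 and 618 nm; 0% = plate median of compound wells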
# MBD2 DNA inh – MBD2-methylated oligo binding inhibition | TR-FRET, MBD2 binding to methylated oligonucleotide | inhibition, % at 4.4 µM | hit rate 0.31% among 370,000; in the data active means inhibition above about 13%
# PG9 binder – binds the HIV-1 gp120 antibody PG9; TR-FRET gp120-PG9 antibody binding; inhibition, % at 6.7 µM; hit rate 0.43% among 360,000; in the data active means inhibition above about 8.5%
# PRMT1 inh – blocks human protein arginine methyltransferase 1. AID 652257. inhibition, % at 2.79 µM. hit rate 1.3% among 370,000. Q99873. recombinant PRMT1, activity-based probe fluorescence polarization;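 active means inhibition above about 21% made by adding two undisclosed values, limit read from the data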
# HTRA1 inhibitor – inhibitors of human serine peptidase HTRA1; hit rate 0.5% among 340,000; recombinant HTRA1, FP-rhodamine activity-based probe, fluorescence polarization; inhibition, % at 5.96 µM; Q92743; in the data active means inhibition above about 36%;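 further: 0% = enzyme with DMSO and 100% = wells lacking enzyme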
# Target sequence (Q92743 whole entry, looked up): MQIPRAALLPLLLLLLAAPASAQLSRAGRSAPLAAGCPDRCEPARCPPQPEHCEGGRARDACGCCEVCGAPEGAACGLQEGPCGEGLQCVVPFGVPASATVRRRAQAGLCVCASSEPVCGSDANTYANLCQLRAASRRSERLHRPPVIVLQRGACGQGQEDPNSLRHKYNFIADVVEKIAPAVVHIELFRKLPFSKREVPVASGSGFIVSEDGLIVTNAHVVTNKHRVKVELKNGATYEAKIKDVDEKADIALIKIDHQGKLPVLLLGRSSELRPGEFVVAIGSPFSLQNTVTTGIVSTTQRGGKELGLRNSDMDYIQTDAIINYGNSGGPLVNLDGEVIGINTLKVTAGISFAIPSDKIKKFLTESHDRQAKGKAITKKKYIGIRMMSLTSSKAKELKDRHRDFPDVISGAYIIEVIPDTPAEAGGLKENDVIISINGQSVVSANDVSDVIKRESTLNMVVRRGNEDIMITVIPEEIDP
# mABHD4 FP – inhibitors of mouse ABHD4; inhibition, % at 8.92 µM; hit rate 0.54% among 370,000; purified mABHD4, FP-Rh probe fluorescence polarization;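 active means inhibition exceeding the mean over every tested compound plus 3 SD, cut at about 30% in these data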;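 further: 0% = plate median of compound wells and 100% = S159A mutant with DMSO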
#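 Assay system: wild-type mouse ABHD4 protein; compound: single nominal dose of 8.92 µM, 0.89% DMSO final; schedule: 45 min + 60 min at 25 °C; measured by: FP readout, ex 525 nm / em 598 nm; evaluation: % inhibition of FP-Rh probe binding versus controls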
# TCR-CD3 inh – inhibitors of human TCR-CD3 interaction; hit rate 0.37% among 360,000; inhibition, % at 9.4 µM; TAMRA-labeled TCR probe fluorescence, biochemical; in the data active means inhibition above about 19%;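 further: recombinant mutant TCR 2C K166C tagged with TAMRA read by polarization; 0% = receptor in buffer alone and 100% = receptor with positive control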
# UHRF1 MBD2 ctr – human UHRF1 methylated DNA binding inhibitors; UHRF1 binding to methylated oligo, TR-FRET; inhibition, % at 4.4 µM; hit rate 0.75% among 370,000; AID 687016; in the data active means inhibition above about 21%;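 further: UHRF1 SRA domain binding a hemimethylated CpG hairpin DNA probe; 0% = median of test compound wells and 100% = reference inhibitor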
# Starred values were filed as active, the others as inactive; x = not tested or not shown.
SMILES,NR1D1 modulator,rCAG binder,LEDGF integ inh,MBD2 DNA inh,PG9 binder,PRMT1 inh,HTRA1 inhibitor,mABHD4 FP,TCR-CD3 inh,UHRF1 MBD2 ctr
Clc1ccc(Cc2ccccc2)nn1,4,1,0,0,-2.4,1,8,-1,2,0
Cc1ccc(NC(=O)Nc2ccc3c(c2)CCC3)cc1C,-13,2,0,0,0.0,-4,2,6,6,-3
COc1ccc(N2C(=O)CC(Sc3nc(C)cc(C)c3C#N)C2=O)cc1 (configuration not stated),-2,1,1,1,-2.7,7,-2,1,2,1
O=C(NC1=NCCS1)c1nc(-c2ccccc2)n(-c2ccccc2)n1,-2,-1,2,3,-1.3,1,-5,-3,-4,-2
CCC(CC)c1nnc(NC(=O)CCc2ccccc2)s1,0,-8,-3,2,-1.8,1,-9,4,1,1
CCOC(=O)CCc1c(C)nc(SCc2ccc(C(=O)O)cc2)c(C#N)c1C,3,3,-4,8,0.9,0,-1,-9,-6,0
Cc1nc2c3cc(F)ccc3n(Cc3ccc(F)cc3)c2s1,3,7,0,3,-0.6,7,-22,-10,-3,0
CCN(CC(=O)Nc1c(F)cccc1F)C(=O)Cc1ccsc1,1,4,-1,0,-1.8,-5,-8,-3,8,0
CCOC(=O)CNC(=O)N(CCOC)CC1CCCN(C2Cc3ccccc3C2)C1 (configuration not stated),-3,1,1,-2,-0.5,-5,4,-3,2,0
O=C(CSCc1ccccc1Cl)Nc1c[nH]c(=O)[nH]c1=O,2,-3,1,3,-0.7,-1,3,1,1,1
O=C(NC1CCCC1)C(C1CC1)n1c(-c2cc3ccccc3[nH]2)nc2ccccc21 (configuration not stated),-9,6,-3,-1,-0.4,1,x,-4,-6,-1
O=C(NNC(=O)C1CCN(S(=O)(=O)c2ccc(Cl)cc2)CC1)c1ccccc1O,0,13,-7,-1,0.2,4,19,-1,34*,1
Cc1ccc(-c2nnc(SCC(=O)Nc3ccccc3F)o2)cc1,9,1,-2,4,0.0,2,-3,0,1,0
O=C(c1[nH]c(C(F)(F)F)nc1-c1ccccc1)N1CCN(c2ccc(C(F)(F)F)cn2)CC1,-5,19,2,-4,1.6,-6,x,-8,1,2
COCc1cc(CNC(=O)C2CCC(=O)N(Cc3ccccc3OC)C2)[nH]n1 (configuration not stated),3,0,-4,-4,-1.6,-3,1,2,2,1

# 14 structures out of the list, arranged by SMILES length, ascending.
SMILES,NR1D1 modulator,rCAG binder,LEDGF integ inh,MBD2 DNA inh,PG9 binder,PRMT1 inh,HTRA1 inhibitor,mABHD4 FP,TCR-CD3 inh,UHRF1 MBD2 ctr
Clc1ccc(Cc2ccccc2)nn1,4,1,0,0,-2.4,1,8,-1,2,0
CCC(CC)c1nnc(NC(=O)CCc2ccccc2)s1,0,-8,-3,2,-1.8,1,-9,4,1,1
Cc1ccc(NC(=O)Nc2ccc3c(c2)CCC3)cc1C,-13,2,0,0,0.0,-4,2,6,6,-3
Cc1nc2c3cc(F)ccc3n(Cc3ccc(F)cc3)c2s1,3,7,0,3,-0.6,7,-22,-10,-3,0
CCN(CC(=O)Nc1c(F)cccc1F)C(=O)Cc1ccsc1,1,4,-1,0,-1.8,-5,-8,-3,8,0
Cc1ccc(-c2nnc(SCC(=O)Nc3ccccc3F)o2)cc1,9,1,-2,4,0.0,2,-3,0,1,0
O=C(CSCc1ccccc1Cl)Nc1c[nH]c(=O)[nH]c1=O,2,-3,1,3,-0.7,-1,3,1,1,1
O=C(NC1=NCCS1)c1nc(-c2ccccc2)n(-c2ccccc2)n1,-2,-1,2,3,-1.3,1,-5,-3,-4,-2
COc1ccc(N2C(=O)CC(Sc3nc(C)cc(C)c3C#N)C2=O)cc1 (configuration not stated),-2,1,1,1,-2.7,7,-2,1,2,1
CCOC(=O)CNC(=O)N(CCOC)CC1CCCN(C2Cc3ccccc3C2)C1 (configuration not stated),-3,1,1,-2,-0.5,-5,4,-3,2,0
COCc1cc(CNC(=O)C2CCC(=O)N(Cc3ccccc3OC)C2)[nH]n1 (configuration not stated),3,0,-4,-4,-1.6,-3,1,2,2,1
O=C(NNC(=O)C1CCN(S(=O)(=O)c2ccc(Cl)cc2)CC1)c1ccccc1O,0,13,-7,-1,0.2,4,19,-1,34*,1
O=C(NC1CCCC1)C(C1CC1)n1c(-c2cc3ccccc3[nH]2)nc2ccccc21 (configuration not stated),-9,6,-3,-1,-0.4,1,x,-4,-6,-1
O=C(c1[nH]c(C(F)(F)F)nc1-c1ccccc1)N1CCN(c2ccc(C(F)(F)F)cn2)CC1,-5,19,2,-4,1.6,-6,x,-8,1,2

# The list continues:
SMILES,NR1D1 modulator,rCAG binder,LEDGF integ inh,MBD2 DNA inh,PG9 binder,PRMT1 inh,HTRA1 inhibitor,mABHD4 FP,TCR-CD3 inh,UHRF1 MBD2 ctr
Clc1ccc2c(N3CCCC3)ccnc2c1,3,-4,-3,0,0.3,-4,2,6,-3,-6
Cc1cc(C(=O)c2cccs2)c(N)s1,4,9,-1,-3,-2.1,10,15,-2,-3,-4
CCc1ccc(N(C)S(=O)(=O)c2ccc3[nH]cc(C(=O)NCCN4CCOCC4)c(=O)c3c2)cc1,6,6,3,1,1.0,3,-14,-6,-5,5
COc1ccc(C(=O)NC2CCN(CC(=O)Nc3cccc(C)c3)CC2)cc1OC,-6,0,-2,-1,0.8,0,-1,3,-1,-1
COC(=O)[C@H]1C[C@@]2(O)CN(S(=O)(=O)c3ccc(C)cc3)C[C@@]2(OC(=O)NCc2ccccc2F)C[C@H]1C(=O)OC,-2,5,-3,0,1.1,5,-2,-5,0,6
Cc1cc(=O)[nH]c(Nc2cccc(C(F)(F)F)c2)n1,2,22,0,4,1.4,5,-3,-2,-1,-2
O=c1c2cccnc2nc2n1CCCCC2,-4,-1,7,1,0.1,-4,3,-2,0,-3
Cc1noc(C)c1COC(=O)c1ccc(S(=O)(=O)NCc2ccco2)cc1,-4,-2,-1,-10,0.2,-2,0,4,8,-1
COc1cccc(NC(=O)NC2CCN(Cc3nnnn3Cc3ccc(F)cc3)CC2)c1,-4,-2,2,-1,-0.5,0,-3,1,3,0
O=C(NCc1cccnc1)C(=O)C1C(=O)Nc2ccccc21 (configuration not stated),9,-4,-2,4,-3.5,3,6,8,5,-2
CC(/C=C/c1ccccc1F)=N\NC(=O)c1ccccc1,-3,3,6,1,-1.9,0,-4,4,3,1
C#CCOCCOCCOCCNc1nc(N2CCN(C(=O)[C@H](CO)n3cc([C@@H](N)C(C)C)nn3)CC2)nc(N2CCN(C(=O)[C@H](CCC(=O)O)n3cc([C@@H](N)CCCCN)nn3)CC2)n1,1,4,4,1,1.2,-4,5,-8,-8,4
O=C(O)c1cccc(C(=O)c2cccc3ccccc23)c1,-1,5,0,1,1.2,7,13,7,-5,5
C#CCOCCOCCOCCNc1nc(N2CCN(C(=O)Cn3cc(CCCCN)nn3)CC2)nc(N2CCN(C(=O)[C@H](Cc3ccc(O)cc3)n3cc(CCO)nn3)CC2)n1,1,-7,3,0,-1.9,0,0,5,9,4
COC(=O)[C@]1(C)N[C@H](CN(C)S(=O)(=O)c2ccc(C)cc2)[C@@H]2C(=O)N(C)C(=O)[C@@H]21,0,0,-2,3,0.3,0,4,-2,2,-2
COc1ccc(N2C(=O)C3CCCN3C2c2ccccc2)cc1Cl (configuration not stated),2,6,5,1,-0.7,-4,-1,-16,-1,6
CN(C)c1cccc2c(S(=O)(=O)NC(=O)[C@H]3O[C@@H](n4ccc(=O)[nH]c4=O)[C@H](O)[C@@H]3O)cccc12,1,4,4,4,-0.2,0,x,-5,9,-6
Cc1ccc(C(=O)c2no[n+]([O-])c2C(=O)c2ccc(C)cc2)cc1,3,4,-3,3,1.6,5,-3,-7,-2,9
O=C(CN(c1cccc(C(F)(F)F)c1)S(=O)(=O)c1ccc(Cl)c([N+](=O)[O-])c1)NCc1ccc(F)cc1,-2,5,4,-1,-1.2,4,-22,-11,-2,5
FC(F)(F)c1cc(-c2ccccc2)nc(N2CCCCCC2)n1,-2,9,-4,8,1.0,4,1,-9,-5,4
O=C(NCc1cccc(Cl)c1)C1=CC=CN2CCS(=O)(=O)N=C12,-4,8,-6,4,1.4,3,5,-10,1,4
COc1ccc(N(C)C(=O)c2oc(=O)c3ccccc3c2-c2ccc(C)cc2)c(OC)c1,3,-4,0,-6,-3.5,-5,-20,-11,-3,0
COc1ccc(/C=N/NC(=O)CNC(=O)c2ccc3c(c2)OCCO3)c(C(=O)O)c1OC,4,4,1,-7,-3.2,3,1,-1,4,0
COc1ccc(NC(=O)CSCC(=O)Nc2ccccc2N2CCCCC2)cc1,5,-5,2,-5,0.1,1,-7,-6,14,-1
COc1cccc(-n2c(CN3CCN(c4ccccn4)CC3)nc3ccc([N+](=O)[O-])cc3c2=O)c1,-3,15,8,-6,-1.9,-5,-25,-15,-14,0
CCOC(=O)c1cnc(SC2CC(=O)N(c3cccc(OC)c3)C2=O)nc1N (configuration not stated),0,-1,1,0,0.0,7,7,0,9,1
Cc1c(Cl)cccc1NC(=O)Nc1cc(C(C)(C)C)nn1C,0,1,-6,4,-2.8,2,-5,1,1,1
O=C(CCNC(=O)c1ccc(Cl)cc1)Nc1cccc(S(=O)(=O)N2CCCCC2)c1,-5,6,4,-2,0.3,-1,-15,2,-4,1
Cc1nn(S(=O)(=O)c2ccc(C(C)C)cc2)c(C)c1S(=O)(=O)N1CCOCC1,-5,4,1,1,-2.1,2,5,5,2,1
CCCCn1c(N)c(N(CC(C)C)C(=O)CSCc2cccc(C)c2)c(=O)[nH]c1=O,3,-8,2,-6,2.9,0,2,1,8,-3

# 2 entries from above, as labelled records:
COc1ccc(/C=N/NC(=O)CNC(=O)c2ccc3c(c2)OCCO3)c(C(=O)O)c1OC
- NR1D1 modulator: 4
- rCAG binder: 4
- LEDGF integ inh: 1
- MBD2 DNA inh: -7
- PG9 binder: -3.2
- PRMT1 inh: 3
- HTRA1 inhibitor: 1
- mABHD4 FP: -1
- TCR-CD3 inh: 4
- UHRF1 MBD2 ctr: 0
COc1ccc(N2C(=O)C3CCCN3C2c2ccccc2)cc1Cl (configuration not stated)
- NR1D1 modulator: 2
- rCAG binder: 6
- LEDGF integ inh: 5
- MBD2 DNA inh: 1
- PG9 binder: -0.7
- PRMT1 inh: -4
- HTRA1 inhibitor: -1
- mABHD4 FP: -16
- TCR-CD3 inh: -1
- UHRF1 MBD2 ctr: 6

# The list goes on.
SMILES,NR1D1 modulator,rCAG binder,LEDGF integ inh,MBD2 DNA inh,PG9 binder,PRMT1 inh,HTRA1 inhibitor,mABHD4 FP,TCR-CD3 inh,UHRF1 MBD2 ctr
c1ccn2cc(C34CC5CC(CC(C5)C3)C4)nc2c1,-1,-7,0,1,0.1,0,-6,5,3,-1
Cc1ccc2[nH]c(=O)c(CN(C(=O)c3cccc([N+](=O)[O-])c3)C(C)C)cc2c1,3,-5,2,2,-1.4,-3,3,-2,7,-1
Cc1cc(C)nc(Oc2ccc(Br)cc2Br)n1,-6,-2,-1,0,0.0,-4,6,-4,2,3
Nc1ccc(C(=O)N/N=C\c2ccc(OC(=O)c3ccccc3Cl)cc2)cc1,-2,7,-5,-2,-0.9,-1,-2,0,-2,-3
O=C(NCc1ccccc1Cl)C1=CC=CN2CCS(=O)(=O)N=C12,7,2,-1,-1,0.7,6,2,3,1,-2

# This is a subset (hit frequency here may not be typical).
